# CHRM5 antagonist = CHRM5 antagonism in calcium assay. 0.59% of 360,000 active. AID 624040. inhibition, % at 3 µM. CHO-hM5 cells, Fluo-8 calcium fluorescence, ACh EC80;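 active = inhibition above a per-plate cutoff, the mean of that plate's test compounds plus 3 SD, cut at about 27% in these data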;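 note: 0% = acetylcholine EC80 with DMSO and 100% = DMSO without agonist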
# M5 PAM = positive allosteric modulators of human muscarinic M5 receptor | 0.3% of 360,000 active | activation, % at 3 µM | AID 624038 | P08912 | CHO-K1 hM5, Fluo-8 calcium, ACh EC20 PAM; 0% = ACh EC20, 100% = ACh EC100;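 active = activation above the run cutoff, the mean activation of all test compounds plus 3 SD, cut at about 18% in these data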
#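 System: CHO-K1 cell line with stable human muscarinic M5 receptor expression | Also added: EC20 acetylcholine as agonist stimulus | Compound: One concentration, 3 µM final (nominal) | Timing: Fluo-8 loading 80 min at 37 °C plus 30 min room temperature | Measured by: Fluo-8 calcium dye fluorescence, kinetic read | Read-out basis: % activation, ACh-normalized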
# M1 PAM parental = M1 PAM counterscreen hit in parental CHO-K1 cells | ATP EC20, Fluo-8 calcium fluorescence; 0% at ATP EC20, 100% at ATP max | activation, % at 3 µM | 0.02% of 360,000 active | AID 602247;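 active = activation above the run cutoff, the mean activation of all test compounds plus 3 SD, cut at about 40% in these data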;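 note: peak over basal fluorescence ratio in a 140 s read after ATP addition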
# M5 ag = CHRM5 agonism in calcium assay. CHO-K1 hM5 cells, Fluo-8 calcium fluorescence; 0% DMSO wells, 100% maximal acetylcholine response. activation, % at 3 µM. 0.19% of 360,000 active;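 active = activation above the run's mean over test compounds plus 3 SD, cut at about 23% in these data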;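 note: signal is peak over basal fluorescence ratio across the kinetic read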
# TAAR1 antagonist = human TAAR1 antagonism | Q96RJ0 | CHO RD-HGA16 TAAR1, Fluo-8 calcium fluorescence, antagonist | inhibition, % at 3 µM | 1.5% of 360,000 active;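 active = inhibition above a per-plate cutoff, the mean inhibition of test compounds on that plate plus 3 SD, cut at about 49% in these data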;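 note: 0% = DMSO plus EC80 beta-PEA response and 100% = DMSO alone without agonist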
# Target sequence (Q96RJ0 whole entry, looked up): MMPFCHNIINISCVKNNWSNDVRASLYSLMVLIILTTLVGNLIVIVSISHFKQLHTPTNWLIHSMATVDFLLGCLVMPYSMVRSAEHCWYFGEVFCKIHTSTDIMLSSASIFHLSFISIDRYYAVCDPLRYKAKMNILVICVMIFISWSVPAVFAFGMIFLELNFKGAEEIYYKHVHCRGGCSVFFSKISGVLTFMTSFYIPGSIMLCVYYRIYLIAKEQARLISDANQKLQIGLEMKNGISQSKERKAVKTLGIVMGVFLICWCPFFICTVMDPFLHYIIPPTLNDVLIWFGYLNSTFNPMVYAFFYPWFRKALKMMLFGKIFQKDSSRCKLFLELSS
#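 Test system: CHO RD-HGA16 cells bearing hTAAR1 | Reagent: β-PEA, EC80 | Compound dosing: 3 µM, single point | Schedule: Dye loading 75 min at 37 °C, then 30 min room temperature | Signal: Calcium fluorescence with Fluo-8 | Evaluation: Percent inhibition of PEA-evoked calcium signal, max/basal emission ratio | Control set: DMSO-only wells and EC80 β-PEA-stimulated wells | Repeats: Singlicate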
# M4 PAM = potentiates acetylcholine response at human M4 receptor. CHO-K1 hM4/Gqi5, Fluo-8 calcium fluorescence, ACh EC20; 0% = ACh EC20, 100% = maximal ACh. activation, % at 3 µM. 0.4% of 360,000 active;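 active = activation above its plate's cutoff, the mean activation of sample wells plus 3 SD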; note: some results filed as inactive read as strong as hits
# Target sequence (P08173 whole entry, looked up): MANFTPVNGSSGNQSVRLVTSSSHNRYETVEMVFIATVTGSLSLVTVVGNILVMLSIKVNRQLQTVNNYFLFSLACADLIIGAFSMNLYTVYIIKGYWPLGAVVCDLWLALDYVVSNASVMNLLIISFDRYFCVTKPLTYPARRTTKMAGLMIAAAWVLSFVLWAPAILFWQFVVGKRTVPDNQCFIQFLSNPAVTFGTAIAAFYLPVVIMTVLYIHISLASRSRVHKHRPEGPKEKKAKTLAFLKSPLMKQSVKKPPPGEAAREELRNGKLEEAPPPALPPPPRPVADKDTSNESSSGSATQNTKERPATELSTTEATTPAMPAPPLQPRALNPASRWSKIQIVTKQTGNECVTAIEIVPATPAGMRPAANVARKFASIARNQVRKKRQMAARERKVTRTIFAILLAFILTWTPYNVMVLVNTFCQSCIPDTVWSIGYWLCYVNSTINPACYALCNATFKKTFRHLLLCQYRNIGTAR
# CRFBP-R2 block = antagonists of CRF-binding protein/CRF-R2 receptor complex. HEK293 CRF-R2/CRF-BP, CRF-induced calcium fluorescence. inhibition, % at 11.8 µM. 0.59% of 350,000 active;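 active = inhibition of the ligand-induced calcium signal above about 50% at the single tested concentration, limit read from the data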
# TAAR1 agonist = agonists of human TAAR1 | 0.99% of 360,000 active | CHO RD-HGA16 TAAR1, Fluo-8 calcium fluorescence; vehicle wells 0%, saturating PEA agonist 100% | activation, % at 3 µM | Q96RJ0;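 active = activation above the mean activation of all test compounds in the run plus 3 SD, cut at about 38% in these data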
#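 System: CHO RD-HGA16 cells carrying human TAAR1 plus Gα16; Incubation: 17-24 h seeding, 75 min 37 °C dye, 30 min RT; Measured by: Fluo-8 fluorescence, 5 s baseline then 140 s kinetic read; Control set: DMSO and PEA EC100; Replication: single well for each compound.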
# CRFR2-BP ag = agonists of human CRF-binding protein/CRF-R2 receptor complex; HEK293 CRF-R2/CRF-BP, calcium dye fluorescence (FLIPR); percent of saturating CRF peptide response; activation, % at 13.2 µM; 0.46% of 350,000 active;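 active = activation of at least 50%, plus an integration ratio under a set limit after plate pattern correction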;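 note: plate controls were neutral control wells without compound for no effect and CRF at EC100 for full effect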
# An asterisk follows results filed as active.
SMILES,CHRM5 antagonist,M5 PAM,M1 PAM parental,M5 ag,TAAR1 antagonist,M4 PAM,CRFBP-R2 block,TAAR1 agonist,CRFR2-BP ag
O=C(c1ccccc1CCc1ccccc1)N1CCCC1,-8,-6,-5,-1,-12,-5,20,1,-1.9
CC(C)c1ccc(CNc2nnnn2C)cc1,4,-3,18,-16,-26,-10,-2,6,-1.0
Nc1nc(N)nc(-c2cc(C(F)(F)F)ccc2Cl)n1,1,-8,-7,6,1,6,12,4,-0.6
COc1ccc(CN(C)Cc2c(O)ccc3ccccc23)cc1,15,-3,-1,-4,-25,-8,-10,0,0.4
CN(C)c1ccc(C(=O)c2ccccc2C(=O)O)cc1[N+](=O)[O-],-2,9,13,3,-7,0,5,13,0.1
COc1ccc(NC(=O)c2oc3ccccc3c2C)c(OC)c1,-3,-2,14,-3,-11,1,-8,10,-1.3
Cc1ccccc1NC(=O)CSc1nnc2ccc(-c3ccccn3)nn12,0,9,-2,0,-43,8,8,8,-3.4
CCN1CCN(C(=O)Cn2nc(-c3ccc(Cl)cc3)ccc2=O)CC1,9,-3,11,-7,-24,10,32,-1,-1.4
Cc1ccc2c(CC(=O)Nc3ccc(N4CCN(C)CC4)cc3C)coc2c1,2,-1,11,-6,2,-6,6,8,-1.5
O=c1cc(N2CCN(c3ccccc3)CC2)[nH]c(=O)n1Cc1ccc(F)cc1,1,-6,6,4,-10,-3,24,2,1.6
COCCNC(=S)N1CCN(Cc2ccc3c(c2)OCO3)CC1,12,0,-18,0,-2,0,4,1,-0.5
CC(C)(C)c1ccc(C(=O)O)c(C(=O)c2ccc(C(=O)O)cc2)c1,12,-7,1,3,-4,0,-17,1,1.2
CC(C)(C)c1ccc(C(=O)CC(Sc2ccc(Cl)cc2)C(=O)O)cc1 (stereo unspecified),5,-7,10,-7,-6,-8,7,-1,-1.0
CC(=O)c1c(OC(=O)c2ccc(C)cc2)c2ccccc2n1C,3,-4,-9,-2,19,-9,-13,3,-0.2
O=C(CSc1nnc(Cc2cc(=O)[nH]c(=O)[nH]2)n1-c1ccccc1)N1CCCC1,1,8,3,1,-12,10,5,2,0.2
O=c1cc(-c2ccccc2)[nH]n1-c1nc2ccccc2s1,-3,-2,-2,1,-6,10,-8,0,0.1
COc1ccc(C(=O)N/C(=C/c2cccnc2)C(=O)NCc2ccco2)cc1OC,0,8,1,-2,-18,3,5,4,1.4
CCCCC(=O)Nc1ccc(N2CCN(S(C)(=O)=O)CC2)cc1,-2,-9,-7,2,-13,11,9,16,-0.8
O=C(Nc1ccc(Cl)cc1)C1=Cc2cc(Cl)ccc2OC1,10,-13,-2,-1,36,-11,-50,5,-1.2
O=C(CS(=O)(=O)c1cn(CC(=O)N2CCOCC2)c2ccccc12)Nc1ccccc1,2,1,-3,-2,-8,3,2,0,-1.7

# Entries of single compounds, looked up by structure.
# O=C(CS(=O)(=O)c1cn(CC(=O)N2CCOCC2)c2ccccc12)Nc1ccccc1 reads CHRM5 antagonist: 2; M5 PAM: 1; M1 PAM parental: -3; M5 ag: -2; TAAR1 antagonist: -8; M4 PAM: 3; CRFBP-R2 block: 2; TAAR1 agonist: 0; CRFR2-BP ag: -1.7
# CCCCC(=O)Nc1ccc(N2CCN(S(C)(=O)=O)CC2)cc1 reads CHRM5 antagonist: -2; M5 PAM: -9; M1 PAM parental: -7; M5 ag: 2; TAAR1 antagonist: -13; M4 PAM: 11; CRFBP-R2 block: 9; TAAR1 agonist: 16; CRFR2-BP ag: -0.8

# Next section:
SMILES,CHRM5 antagonist,M5 PAM,M1 PAM parental,M5 ag,TAAR1 antagonist,M4 PAM,CRFBP-R2 block,TAAR1 agonist,CRFR2-BP ag
CC(C)CC(N=C1NC(C)(C)Cc2ccccc21)C(=O)O (stereo unspecified),-1,-1,19,-1,31,8,1,0,-1.1
COc1ccc(C(=O)Nc2cccc(-c3ccc4nncn4n3)c2)cc1OC,5,5,20,3,-10,-3,6,3,-1.3
N#Cc1ccc(Oc2cnccn2)cc1,7,2,4,-3,1,11,-4,-1,-0.9
O=C1NC[C@@H](Cc2ccc(O)cc2)N(CCc2cccc3ccccc23)C1=O,-2,0,-5,2,3,2,-4,5,0.5
Cc1cc(=O)oc2cc(OC(=O)c3nn(C(C)C)c(=O)c4ccccc34)ccc12,6,-4,3,0,-22,8,-7,0,-1.3
CCN(CC)c1nc(N)c([N+](=O)[O-])c(NCCO)n1,1,2,25,-1,-1,1,-11,0,-0.8
COc1ccc2c(c1)cc(C(=O)N[C@H](C(=O)N1CCC(C(=O)O)CC1)C(C)C)n2C,-3,11,10,-4,-1,3,14,-1,-2.6
O=C(c1cc2ccccc2o1)N1CCN(c2cccc(C(F)(F)F)c2)CC1,10,-3,10,-3,-4,3,-1,-1,-1.1
Cc1cc(C)c2c(n1)SCC(=O)N2CC(=O)Nc1ccc(Br)c(C)c1,-8,4,-1,-1,-24,11,-9,4,0.0
Cn1cc(S(=O)(=O)NCc2ccc3c(c2)OCO3)c(C(F)(F)F)n1,-3,-1,-22,-3,-16,-6,-5,4,0.9
CCS(=O)(=O)Nc1ccc(C2=NN(S(=O)(=O)CC)C(c3cccs3)C2)cc1 (stereo unspecified),7,-5,1,-4,7,-3,-8,3,1.1
OCCC1CN(Cc2cccn2-c2cccnc2)CCN1Cc1ccc(F)cc1 (stereo unspecified),1,-3,4,-6,-17,1,-10,-1,-0.1
COc1ccccc1C1CC(c2ccco2)=NN1S(C)(=O)=O (stereo unspecified),-2,3,15,1,-1,2,1,0,-0.3
CSCCC(NC(=O)c1ccc(Cl)cc1)C(=O)OCC(=O)Nc1cc(Cl)ccc1C (stereo unspecified),-2,-5,8,-5,2,-2,-18,0,1.6
CCOC(=O)C1CCCN(C(=O)Cn2nc(Cc3cccnc3)c3ccccc3c2=O)C1 (stereo unspecified),-8,1,9,1,2,13,-32,0,2.2
O=C(CN1C(=O)C2C3CCC(C3)C2C1=O)N1CCN(Cc2ccccc2)CC1 (stereo unspecified),10,4,-15,0,-7,8,-1,2,2.0
CCC(Cc1ccccc1)NC(=O)C1=C(C)C(=O)OC12CCC(C)CC2 (stereo unspecified),2,-4,25,-3,6,-1,-19,1,4.9
COc1cccc(CC(=O)Nc2ncc(C)s2)c1,-6,3,3,-2,-5,5,-9,4,0.3
CCn1c(C)nnc1SCC(=O)Nc1ccc(C(C)=O)cc1,-5,4,8,0,-5,-1,8,2,-0.2
O=C(CSc1nnc(-c2ccccc2)n1-c1ccccc1)NCc1ccco1,19,-11,5,-2,-28,-7,1,-1,0.8
COC(=O)N/N=C/c1c(C)cc(C)cc1C,8,-2,2,0,-8,6,2,-1,0.4
CCCNC(=O)Nc1ccccc1C(=O)Nc1ccc(OC)cc1,5,2,-6,-10,1,10,8,6,-2.1
COc1ccc2c(c1)CCc1cnc(N)nc1-2,1,4,-5,-6,-17,-1,4,-1,-5.5
CC(/C=C/c1ccc2c(c1)OCO2)=N/NC(=O)c1cccnc1,7,-6,9,-2,0,0,9,0,-1.4
COc1cccc(N2CCN(c3ccc4nnc(CCC(=O)Nc5ccc(OC)c(OC)c5)n4n3)CC2)c1,1,-3,5,0,24,-3,0,4,0.7
CC(=O)Nc1ccc(NC(=O)c2c(C)c(-c3ccccc3)nc3ccccc23)cc1,10,-7,2,0,-18,-4,-3,4,0.0
Cc1ccccc1CNC(=O)Cc1ccccc1[N+](=O)[O-],6,-3,-3,-2,-11,-3,15,0,0.0
O=C(COC(=O)C1(c2ccccc2F)CCCC1)N1CCN(C(=O)c2ccco2)CC1,19,-9,-10,-2,9,-3,-1,7,-0.8
O=c1c(-c2ccc(Cl)cc2)[n+]([O-])c2ccccc2n1OCc1ccccn1,-5,1,8,0,3,2,4,5,1.6
CC1=C(C(=O)N2CCOCC2)CC(CC(=O)NCc2cccs2)C(=O)N1Cc1ccc(C(C)(C)C)cc1 (stereo unspecified),8,-1,12,0,10,1,18,1,0.1

# Of the compounds above, these have a COOH group:
SMILES,CHRM5 antagonist,M5 PAM,M1 PAM parental,M5 ag,TAAR1 antagonist,M4 PAM,CRFBP-R2 block,TAAR1 agonist,CRFR2-BP ag
CN(C)c1ccc(C(=O)c2ccccc2C(=O)O)cc1[N+](=O)[O-],-2,9,13,3,-7,0,5,13,0.1
CC(C)(C)c1ccc(C(=O)O)c(C(=O)c2ccc(C(=O)O)cc2)c1,12,-7,1,3,-4,0,-17,1,1.2
CC(C)(C)c1ccc(C(=O)CC(Sc2ccc(Cl)cc2)C(=O)O)cc1 (stereo unspecified),5,-7,10,-7,-6,-8,7,-1,-1.0
CC(C)CC(N=C1NC(C)(C)Cc2ccccc21)C(=O)O (stereo unspecified),-1,-1,19,-1,31,8,1,0,-1.1
COc1ccc2c(c1)cc(C(=O)N[C@H](C(=O)N1CCC(C(=O)O)CC1)C(C)C)n2C,-3,11,10,-4,-1,3,14,-1,-2.6

# 2 of the compounds above, with tabs:
mol	CHRM5 antagonist	M5 PAM	M1 PAM parental	M5 ag	TAAR1 antagonist	M4 PAM	CRFBP-R2 block	TAAR1 agonist	CRFR2-BP ag
COc1ccc2c(c1)CCc1cnc(N)nc1-2	1	4	-5	-6	-17	-1	4	-1	-5.5
COc1cccc(N2CCN(c3ccc4nnc(CCC(=O)Nc5ccc(OC)c(OC)c5)n4n3)CC2)c1	1	-3	5	0	24	-3	0	4	0.7

# Next entries.
SMILES,CHRM5 antagonist,M5 PAM,M1 PAM parental,M5 ag,TAAR1 antagonist,M4 PAM,CRFBP-R2 block,TAAR1 agonist,CRFR2-BP ag
Cc1ccc(S(=O)(=O)N2CCOCC2)cc1C(=O)N1CCN(Cc2ccccc2)CC1,5,-5,-8,-7,-29,-2,2,5,-0.5
COC(=O)c1cc(OC)c(OC)cc1NC(=S)N1CCCC(CO)C1 (stereo unspecified),0,-3,16,3,4,8,-2,3,-0.3
O=C(NCC(=O)N(c1ccc(Cl)cc1)C(C(=O)NC1CCCC1)c1ccncc1)c1ccco1 (stereo unspecified),-3,15,4,2,-1,5,-4,4,0.6
OCCOCCNc1ncnc2c1c(-c1ccccc1)cn2-c1ccccc1,2,-4,3,1,34,-6,5,7,-0.1
COc1ccc(S(=O)(=O)NNC(N)=S)cc1,-6,-2,10,0,0,2,16,2,-0.1
Cc1c(N/N=C(\C#N)C(=O)c2ccccc2)c(=O)n(-c2ccccc2)n1C,-3,-2,-3,3,3,-3,6,5,13
CCCCn1c(N)c(N2CCOCC2)c(=O)n(CC(=O)NCCc2ccccc2)c1=O,2,7,12,-3,-13,6,5,1,-1.1
Cc1ccc(C(=O)C2CCN(S(=O)(=O)c3ccccc3C(=O)O)CC2)cc1,11,-2,11,-4,-2,-3,8,1,2.7
